Pemphigus Ab inh = inhibitors of pemphigus antibody binding to DSG3, primary screen, biochemical, bead-based, flow cytometry, scFv-GFP. Desmoglein-3 (Homo sapiens), P32926. DSG3-coupled beads, scFv-anti-DSG3-GFP binding; stronger effect = lower value. binding (percent of control), % at 10 µM. 310,000 tested, 0.48% active;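 active = binding more than 3 SD below its plate's average and above zero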;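 also: hits lower antibody fragment binding to DSG3; some compounds called inactive have numbers as strong as hits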
PKA-R1A activ = activators of PKA-R1A holoenzyme, primary screen, biochemical, fluorescence polarization, Cy5-IP20, bovine R1A, mouse PKAc | cAMP-dependent protein kinase type I-alpha regulatory subunit (Bos taurus) + … | activation, % at 11.4 µM | PKA-R1A dissociation; scaled: DMSO 0%, 113 µM cGMP 100% | 340,000 tested, 0.083% active;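 active = percent activation above the mean of all tested compounds plus 3 SD, cut at about 19% in these data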;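 also: higher means more PKAc released from R1A so a rise in polarization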
Arr AP2 block = inhibitors of beta-arrestin/AP2 binding, primary screen, biochemical, GPCR trafficking, flow cytometry; 340,000 tested, 0.31% active; beta-arrestin 1 C-terminal peptide binding to AP2 beta2-adaptin appendage (human); FITC-arrestin peptide / GST-AP2 beads; AP2 beta2 appendage carries R879A mutation; inhibition, % at 10 µM;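 active = inhibition above a set limit, near 3 SD of compounds lacking own fluorescence, cut at about 54% in these data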;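 also: plate controls were DMSO wells for no effect and 5 µM unlabelled arrestin peptide for full effect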
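Measured by: flow cytometry, FL1 (488/535 nm); Material: AP2 appendage R879A on GSH beads; Evaluation: percent response; Timing: pre-incubation 12 min, peptide binding 1 h, room temperature; Also added: 50 nM FITC-arrestin peptide; Medium: PBS with 0.05% Tween 20 and 0.1% BSA.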
PKA-R2B activ = activators of PKA-R2B holoenzyme, primary screen, biochemical, fluorescence polarization, Cy5-IP20, human; AID 504700, 2011; cAMP-dependent protein kinase catalytic subunit beta (Homo sapiens) + cAMP-dependent …; PKA-R2B holoenzyme dissociation; R2B truncated from residue 108, S112A mutant; 0% DMSO only, 100% 113 µM cGMP; activation, % at 11.4 µM; 340,000 tested, 0.079% active;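 active = activation above a cutoff set at the mean over all compounds plus 3 SD, cut at about 18% in these data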;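 also: higher means more holoenzyme dissociation and a rise in polarization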
V-ATPase pHluor = regulators of yeast V-ATPase proton pumping, primary screen, pHLuorin cytosolic pH fluorescence. S. cerevisiae. response, % at 10 µM. 350,000 tested, 0.37% active. AID 504577, 2011; in the data active = response mostly above about 7.3%, no sharp cut-off; inactive = mostly below about 5.4%; also: actives read high; inactives centre near 0; some compounds called inactive have numbers as strong as hits; reference of the scale not given here
HTR5A ag = HTR5A agonists in luminescence cell assay, primary screen, counter-screen for OPRM1-OPRD1 heterodimer agonist project, full-deck HTS; 5-hydroxytryptamine receptor 5A (Homo sapiens), P47898; cell-based; activation, % at 9.3 µM; 340,000 tested, 0.61% active; in the data active = activation mostly above about 9.5%, no sharp cut-off; inactive = mostly below about 7.6%;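 also: 0% = cells with vehicle only and 100% = reference agonist; strong numbers were not always called active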
Target sequence (P47898 whole entry, looked up): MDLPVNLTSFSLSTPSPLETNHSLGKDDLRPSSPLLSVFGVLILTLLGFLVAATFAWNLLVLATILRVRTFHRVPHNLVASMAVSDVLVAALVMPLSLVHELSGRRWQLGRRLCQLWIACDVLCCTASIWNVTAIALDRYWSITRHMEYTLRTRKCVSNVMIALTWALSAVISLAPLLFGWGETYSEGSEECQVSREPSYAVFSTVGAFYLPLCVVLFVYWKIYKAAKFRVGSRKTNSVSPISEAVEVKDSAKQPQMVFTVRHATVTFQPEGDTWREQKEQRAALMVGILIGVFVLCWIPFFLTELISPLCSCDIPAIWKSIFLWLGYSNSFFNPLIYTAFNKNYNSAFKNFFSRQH
DAGLB inh = DAGLB lipase inhibitors, primary screen, biochemical, fluorescence, HTS | Diacylglycerol lipase-beta (Homo sapiens), Q8NCG7 | 340,000 tested, 0.059% active | HEK293T DAGLB membrane lysate, EnzChek fluorogenic substrate | inhibition, % at 5.17 µM; in the data active = inhibition above about 34%;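 also: 0% = enzyme with vehicle and 100% = wells lacking enzyme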
Target sequence (Q8NCG7 whole entry, looked up): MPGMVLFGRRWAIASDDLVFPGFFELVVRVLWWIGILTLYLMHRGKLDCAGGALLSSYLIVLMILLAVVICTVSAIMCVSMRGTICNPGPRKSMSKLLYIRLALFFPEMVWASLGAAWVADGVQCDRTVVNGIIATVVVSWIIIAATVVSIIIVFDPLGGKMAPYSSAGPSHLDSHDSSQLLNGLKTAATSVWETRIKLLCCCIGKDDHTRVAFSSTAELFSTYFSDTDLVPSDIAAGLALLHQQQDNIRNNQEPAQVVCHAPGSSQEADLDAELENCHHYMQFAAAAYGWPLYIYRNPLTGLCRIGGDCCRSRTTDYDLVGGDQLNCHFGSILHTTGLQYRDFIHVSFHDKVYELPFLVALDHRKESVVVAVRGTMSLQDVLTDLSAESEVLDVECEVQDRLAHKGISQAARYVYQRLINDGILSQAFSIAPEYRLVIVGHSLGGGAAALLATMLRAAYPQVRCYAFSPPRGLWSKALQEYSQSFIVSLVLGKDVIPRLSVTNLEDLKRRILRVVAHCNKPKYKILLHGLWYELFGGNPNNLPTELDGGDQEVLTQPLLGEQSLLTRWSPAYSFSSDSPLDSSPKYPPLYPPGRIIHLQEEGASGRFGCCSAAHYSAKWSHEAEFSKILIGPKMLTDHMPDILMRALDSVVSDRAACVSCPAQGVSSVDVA
OPRM1-OPRD1 ag = agonists of OPRM1-OPRD1 heterodimerization, primary screen, cell-based, luminescence; Mu-type opioid receptor (Homo sapiens) + Delta-type opioid receptor (Homo sapiens), …; cells; AID 504326, 2011; activation, % at 9.3 µM; 340,000 tested, 0.3% active; in the data active = activation above about 18%;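 also: 0% = vehicle-treated cells and 100% = reference agonist; values of inactives mirror those of a sister screen read the other way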
MOR-DOR inv ag = inverse agonists of MOR-DOR heterodimerization, primary screen, cell-based, luminescence. cell-based MOR-DOR heterodimer luminescence, inverse agonism. AID 504357, 2011. Mu-type opioid receptor (Homo sapiens) + Delta-type opioid receptor (Homo sapiens), …. inhibition, % at 9.3 µM. 340,000 tested, 0.21% active; in the data active = inhibition above about 22%, passing the limit was not always enough;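 also: 0% = cells with DMSO and 100% = wells without cells with DMSO; values of inactives mirror those of a sister screen read the other way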
HTR5A inv ctr = HTR5A inverse agonists in luminescence cell assay, primary screen, counter-screen for OPRM1-OPRD1 heterodimer inverse agonist project, full-deck HTS | 5-hydroxytryptamine receptor 5A (Homo sapiens), P47898 | HTR5A cell line, inverse agonism | inhibition, % at 9.3 µM | 340,000 tested, 0.083% active; in the data active = inhibition mostly above about 23%, no sharp cut-off; inactive = mostly below about 18%;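 also: 0% = cells with DMSO and 100% = no-cell wells with DMSO; some compounds called inactive have numbers as strong as hits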
* marks the source's active call; other numbers are inactive results. Not a hit list; overall some 2.4% were active at least once.

Screening CC1CCN(c2nc3ccccc3n2CC(=O)c2ccccc2)CC1 returned Pemphigus Ab inh 97, PKA-R1A activ 0, Arr AP2 block -11, PKA-R2B activ -4, V-ATPase pHluor -1, HTR5A ag -6, DAGLB inh -2, OPRM1-OPRD1 ag -2.9, MOR-DOR inv ag 15 and HTR5A inv ctr 16.
COc1ccc(-c2cc(=Nc3ccc(C)cc3)c3ccccc3o2)cc1 was read as Pemphigus Ab inh 103, PKA-R1A activ -4, Arr AP2 block 16, PKA-R2B activ -10, V-ATPase pHluor 4, HTR5A ag 0, DAGLB inh -6, OPRM1-OPRD1 ag 2.4, MOR-DOR inv ag -13 and HTR5A inv ctr -4.
For CN1C(=O)/C(=C/c2coc3ccc(O)cc3c2=O)SC1=S the results were Pemphigus Ab inh 86, PKA-R1A activ -8, Arr AP2 block 34, PKA-R2B activ -13, V-ATPase pHluor 7, HTR5A ag 4, DAGLB inh 1, OPRM1-OPRD1 ag -3.9, MOR-DOR inv ag 20 and HTR5A inv ctr -18.
CCOC(=O)C1(Cc2ccccc2)CCN(Cc2cnc(N3CCOCC3)s2)CC1 was read as Pemphigus Ab inh 97, PKA-R1A activ -7, Arr AP2 block 7, PKA-R2B activ -4, V-ATPase pHluor -2, HTR5A ag 1, DAGLB inh -2, OPRM1-OPRD1 ag -0.7, MOR-DOR inv ag 3 and HTR5A inv ctr -2.
`CCCCN(C(=O)C1CCN(C(=O)c2ccccc2C)CC1)c1c(N)n(CCC)c(=O)[nH]c1=O` gave Pemphigus Ab inh 100, PKA-R1A activ 0, Arr AP2 block -15, PKA-R2B activ -14, V-ATPase pHluor -6, HTR5A ag 3, DAGLB inh 1, OPRM1-OPRD1 ag 0.2, MOR-DOR inv ag -2 and HTR5A inv ctr -8.
Screening Cc1ccc(C(=O)c2ccccc2C(=O)OCC(=O)NCCc2ccccc2)cc1 returned Pemphigus Ab inh 99, PKA-R1A activ -9, Arr AP2 block -8, PKA-R2B activ -9, V-ATPase pHluor -3, HTR5A ag 0, DAGLB inh -1, OPRM1-OPRD1 ag -0.4, MOR-DOR inv ag 2 and HTR5A inv ctr -16.
COc1cccc(NC(=O)CN(C)C(=O)c2cc(-c3ccccc3)nn2-c2ccccc2)c1 was read as Pemphigus Ab inh 136, PKA-R1A activ 6, Arr AP2 block 6, PKA-R2B activ 7, V-ATPase pHluor -2, HTR5A ag -2, DAGLB inh 0, OPRM1-OPRD1 ag -0.7, MOR-DOR inv ag 4 and HTR5A inv ctr 9.
`CCN(CC)CCN(Cc1cc2cc(C)ccc2[nH]c1=O)C(=O)Nc1ccccc1OC` gave Pemphigus Ab inh 105, PKA-R1A activ -9, Arr AP2 block 17, PKA-R2B activ 8, V-ATPase pHluor -7, HTR5A ag -8, DAGLB inh -1, OPRM1-OPRD1 ag 1.8, MOR-DOR inv ag -10 and HTR5A inv ctr 19.
Screening CC(c1ccco1)N(C(=O)C12CC3CC(CC(C)(C3)C1)C2)c1ccccn1 (configuration not stated) returned Pemphigus Ab inh 98, PKA-R1A activ -6, Arr AP2 block 4, PKA-R2B activ -6, V-ATPase pHluor -5, HTR5A ag 4, DAGLB inh -5, OPRM1-OPRD1 ag -0.1, MOR-DOR inv ag 1 and HTR5A inv ctr -10.
COCC(C)n1c(SCc2ccc(OC)c(F)c2)nc2ccccc2c1=O (configuration not stated) was read as PKA-R1A activ -9, Arr AP2 block 14, PKA-R2B activ 3, V-ATPase pHluor 2, HTR5A ag 1, DAGLB inh -7, OPRM1-OPRD1 ag 4.5, MOR-DOR inv ag -21 and HTR5A inv ctr -3.
CCc1c(O)nc(SCC(=O)Nc2ccc(Br)cc2)n(-c2ccc(C)cc2)c1=O was read as Pemphigus Ab inh 99, PKA-R1A activ 0, Arr AP2 block 21, PKA-R2B activ -8, V-ATPase pHluor -1, HTR5A ag 2, DAGLB inh 3, OPRM1-OPRD1 ag -3.0, MOR-DOR inv ag 16 and HTR5A inv ctr 0.
Screening CCOC(=O)C1C(=O)C=C(c2ccc(C)cc2)CC1c1ccc([N+](=O)[O-])cc1 (configuration not stated) returned Pemphigus Ab inh 105, PKA-R1A activ 5, Arr AP2 block 33, PKA-R2B activ -7, V-ATPase pHluor -6, HTR5A ag 5, DAGLB inh -10, OPRM1-OPRD1 ag 1.3, MOR-DOR inv ag -7 and HTR5A inv ctr -2.
Cc1cc(NC(=O)COC(=O)c2ccccc2Cl)no1 was read as PKA-R1A activ -2, Arr AP2 block 39, PKA-R2B activ 5, V-ATPase pHluor 1, HTR5A ag 1, DAGLB inh -2, OPRM1-OPRD1 ag -2.1, MOR-DOR inv ag 8 and HTR5A inv ctr -1.
`CCc1ccc(NC(=O)Nc2ccncc2)cc1` gave Pemphigus Ab inh 93, PKA-R1A activ -18, Arr AP2 block 0, PKA-R2B activ -12, V-ATPase pHluor -2, HTR5A ag 7, DAGLB inh 3, OPRM1-OPRD1 ag 0.8, MOR-DOR inv ag -6 and HTR5A inv ctr -19.
For COc1ccc(NC(=O)CN2C(=O)NC3(CCCCCC3)C2=O)cc1Cl the results were Pemphigus Ab inh 118, PKA-R1A activ -15, Arr AP2 block 12, PKA-R2B activ -4, V-ATPase pHluor -1, HTR5A ag -2, DAGLB inh -1, OPRM1-OPRD1 ag -2.7, MOR-DOR inv ag 14 and HTR5A inv ctr 7.
For Cc1cc(S(=O)(=O)N2CCN(c3ccccc3O)CC2)c(C)s1 the results were Pemphigus Ab inh 94, PKA-R1A activ -18, Arr AP2 block 5, PKA-R2B activ -6, V-ATPase pHluor 3, HTR5A ag 4, DAGLB inh 1, OPRM1-OPRD1 ag 1.4, MOR-DOR inv ag -8 and HTR5A inv ctr -13.
`C=C(C)c1cccc(C(C)(C)NC(=O)NCc2ccc(OC)c(OC)c2)c1` gave Pemphigus Ab inh 99, PKA-R1A activ 10, Arr AP2 block 6, PKA-R2B activ 8, V-ATPase pHluor -1, HTR5A ag -2, DAGLB inh -3, OPRM1-OPRD1 ag -1.8, MOR-DOR inv ag 9 and HTR5A inv ctr -28.
For O=C(NCCc1ccc(F)cc1)C(=O)Nc1cc2c3c(c1)CC(=O)N3CCC2 the results were Pemphigus Ab inh 119, PKA-R1A activ 0, Arr AP2 block 23, PKA-R2B activ 4, V-ATPase pHluor 3, HTR5A ag -5, DAGLB inh 0, OPRM1-OPRD1 ag -1.2, MOR-DOR inv ag 7 and HTR5A inv ctr 12.
For Cc1cc(NC(=O)C2CC(=O)N(c3cccc(C)c3C)C2)no1 (configuration not stated) the results were PKA-R1A activ -15, Arr AP2 block 1, PKA-R2B activ 2, V-ATPase pHluor 2, HTR5A ag 3, DAGLB inh -1, OPRM1-OPRD1 ag -0.3, MOR-DOR inv ag 2 and HTR5A inv ctr -7.
For CN(C)S(=O)(=O)c1ccc(S(=O)(=O)NCc2cccs2)cc1 the results were Pemphigus Ab inh 110, PKA-R1A activ -2, Arr AP2 block -12, PKA-R2B activ 25*, V-ATPase pHluor -3, HTR5A ag -2, DAGLB inh -2, OPRM1-OPRD1 ag -1.9, MOR-DOR inv ag 10 and HTR5A inv ctr -1.
For Cc1onc(-c2ccccc2Cl)c1C(=O)Nc1ccc(-n2nncc2-c2ccco2)cc1 the results were Pemphigus Ab inh 111, PKA-R1A activ -2, Arr AP2 block -8, PKA-R2B activ 9, V-ATPase pHluor -1, HTR5A ag 3, DAGLB inh -3, OPRM1-OPRD1 ag 0.3, MOR-DOR inv ag -2 and HTR5A inv ctr -17.
Screening O=C(Nc1nccs1)c1csc2c1CCCC2 returned Pemphigus Ab inh 92, PKA-R1A activ 0, Arr AP2 block -7, PKA-R2B activ -6, V-ATPase pHluor 3, HTR5A ag 4, DAGLB inh -5, OPRM1-OPRD1 ag -0.4, MOR-DOR inv ag 2 and HTR5A inv ctr -13.
CCNC(=O)CN(Cc1ccccc1)S(=O)(=O)c1ccccc1 was read as Pemphigus Ab inh 98, PKA-R1A activ -4, Arr AP2 block 23, PKA-R2B activ -2, V-ATPase pHluor -1, HTR5A ag 4, DAGLB inh 3, OPRM1-OPRD1 ag 0.4, MOR-DOR inv ag -2 and HTR5A inv ctr -9.
Screening CCCNC(=O)NS(=O)(=O)c1cnccc1Sc1ccc(Cl)c(Cl)c1 returned Pemphigus Ab inh 99, PKA-R1A activ -2, Arr AP2 block -3, PKA-R2B activ -5, V-ATPase pHluor 2, HTR5A ag -1, DAGLB inh 2, OPRM1-OPRD1 ag -1.6, MOR-DOR inv ag 7 and HTR5A inv ctr -14.
Screening C=CCn1c(SCC(=O)c2cc(C)n(Cc3cccs3)c2C)nnc1-c1ccncc1 returned Pemphigus Ab inh 104, PKA-R1A activ -1, Arr AP2 block -13, PKA-R2B activ -4, V-ATPase pHluor -1, HTR5A ag 3, DAGLB inh -2, OPRM1-OPRD1 ag -1.2, MOR-DOR inv ag 6 and HTR5A inv ctr -12.
Screening CC(C)c1nnc(SCC(=O)N2CCOCC2)n1C returned Pemphigus Ab inh 108, PKA-R1A activ -13, Arr AP2 block 6, PKA-R2B activ -3, V-ATPase pHluor -6, HTR5A ag 2, DAGLB inh -4, OPRM1-OPRD1 ag 0.6, MOR-DOR inv ag -4 and HTR5A inv ctr 13.
CC1=C(C(=O)OC2CCCCC2)C(c2ccccc2)NC(=O)N1 (configuration not stated) was read as Pemphigus Ab inh 113, PKA-R1A activ -11, Arr AP2 block -6, PKA-R2B activ -3, V-ATPase pHluor 1, HTR5A ag 4, DAGLB inh 2, OPRM1-OPRD1 ag -0.2, MOR-DOR inv ag 1 and HTR5A inv ctr 6.
Screening CC(=O)C1=NOC2C(=O)N(c3ccccc3)C(=O)C12 (configuration not stated) returned Pemphigus Ab inh 92, PKA-R1A activ 8, Arr AP2 block 46, PKA-R2B activ 3, V-ATPase pHluor -3, HTR5A ag 6, DAGLB inh 0, OPRM1-OPRD1 ag -1.8, MOR-DOR inv ag 10 and HTR5A inv ctr -25.

Source: PubChem BioAssay
